LmPK inhibitor: qHTS Assay for Inhibitors of Leishmania Mexicana Pyruvate Kinase (LmPK); 290,000 compounds, 0.37% hits; purified LmPK, Kinase-Glo ATP luminescence, 1 h; Q27686; Potency, µM (titrated, usually from 57.5 µM), inactives show at the highest dose activity change, negative = inhibition, hits mostly inhibitors; also: potency is read from the fitted curve at half-maximal effect
Target sequence (Q27686 whole entry, looked up): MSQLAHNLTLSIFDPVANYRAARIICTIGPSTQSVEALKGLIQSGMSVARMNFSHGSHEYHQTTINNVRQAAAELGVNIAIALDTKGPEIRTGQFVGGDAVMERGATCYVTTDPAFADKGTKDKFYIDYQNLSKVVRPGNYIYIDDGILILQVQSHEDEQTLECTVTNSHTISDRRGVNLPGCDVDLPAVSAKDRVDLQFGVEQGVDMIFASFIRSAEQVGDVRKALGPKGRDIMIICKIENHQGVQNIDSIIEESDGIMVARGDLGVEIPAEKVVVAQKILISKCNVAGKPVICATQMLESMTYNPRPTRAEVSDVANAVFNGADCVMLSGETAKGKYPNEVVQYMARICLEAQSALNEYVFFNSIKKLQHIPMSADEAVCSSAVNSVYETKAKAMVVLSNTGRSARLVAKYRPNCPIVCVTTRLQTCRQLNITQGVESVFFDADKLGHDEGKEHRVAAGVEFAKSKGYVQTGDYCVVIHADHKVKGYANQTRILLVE
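ATP generated from ADP (0.1 mM) and PEP (0.5 mM) by 0.1 nM LmPK over 1 h at room temperature (pH 7.2 imidazole buffer) was detected by coupled luciferase luminescence. Values were normalized to uninhibited and no-enzyme wells.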
TbPYK inhibitor: qHTS of Trypanosoma Brucei Inhibitors; Potency, µM (doses to about 76.8 µM), for inactives: at the top dose activity, negative = inhibition, actives largely listed as inhibitors; 410,000 compounds, 0.12% hits; TbPYK enzyme, Kinase-Glo Plus ATP luminescence, 45 min; pyruvate kinase (Trypanosoma brucei), Q57TT1; also: potency is read from the fitted curve at half-maximal effect; nearly all actives have a fitted effect of over 50% in size
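T. brucei PYK with substrate was exposed to pin-transferred compounds across a concentration series, then started with 130 uM ADP (final). After 45 min at room temperature, Kinase-Glo Plus luminescence was read, normalized and curve-fitted.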
AmpC no deterg: qHTS Inhibitors of AmpC Beta-Lactamase (assay without detergent); AID 485341, 2010; Potency, µM (doses to about 57.1 µM), without a hit: at the highest dose activity change, negative = inhibition, actives largely listed as inhibitors; P00811; AmpC nitrocefin hydrolysis, absorbance 480 nm, 0.0001% Triton; 330,000 compounds, 0.52% hits;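 also: potency is read from the fitted curve at half-maximal effect; plate controls were no compound for no effect and no enzyme for full effect; nearly all actives have a fitted effect of over 20% in size; some results filed as inactive show a strong effect at the top dose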
Target sequence (P00811 whole entry, looked up): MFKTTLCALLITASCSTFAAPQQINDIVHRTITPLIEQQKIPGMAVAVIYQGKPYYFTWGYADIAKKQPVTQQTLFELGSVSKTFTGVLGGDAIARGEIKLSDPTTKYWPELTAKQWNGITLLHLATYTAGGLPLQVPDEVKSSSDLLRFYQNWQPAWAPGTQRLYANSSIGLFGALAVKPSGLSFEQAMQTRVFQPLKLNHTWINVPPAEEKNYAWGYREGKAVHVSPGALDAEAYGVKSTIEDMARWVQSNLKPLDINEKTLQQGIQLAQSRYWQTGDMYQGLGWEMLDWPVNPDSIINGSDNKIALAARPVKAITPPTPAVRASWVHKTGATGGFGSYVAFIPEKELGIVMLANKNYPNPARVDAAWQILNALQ
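20 mM phosphate pH 7.0 + 0.01% (detergent screen) or 0.0001% Triton X-100; 5.3 nM AmpC reagent; cpd preinc 15 min RT; nitrocefin (800 uM stock) to start; A480 q20 s × 4 min; Activity was normalised to no-enzyme and no-compound control wells.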
HCMV antiviral: qHTS Assay for inhibitors of the human cytomegalovirus (HCMV) | HFF cells, HCMV-luciferase reporter, 72 h; active compounds read low | activity change, negative = inhibition, % at 57.5 µM | 410,000 compounds, 4.5% hits | AID 1259415, 2018; in the data active = activity change below about -60%; inconclusive = no clear call, values can overlap the other calls; inactive = above about -39%
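Cell-based, HFFs, 1000 cells/well, 16 h 37C; cpds in DMSO + HCMV-luc, MOI 1 PFU/cell; 72 h 37C; OneGlo luminescence after 5 min RT; norm. to buffer vs Salinomycin 10uM.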
HCV inhibitor: qHTS Assay for Inhibitors of Hepatitis C Virus (HCV); Potency, µM (series often up to 41.8 µM), without a hit: top-dose activity change, negative = inhibition, actives largely listed as inhibitors; 340,000 compounds, 3.4% hits; AID 651820, 2012; Huh7.5.1 HCVcc-Cre infection, luciferase reporter, 44 h; also: potency is read from the fitted curve at half-maximal effect
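Cells seeded at 1,000/well and cultured 4 h, then compounds added followed by HCVcc-Cre virus (~0.5 moi). After 44 h further culture, luciferase substrate was added, plates held 15 min at room temperature, and luminescence read for 15 sec.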
AMA1 RON2 block: qHTS for Inhibitors of AMA1-RON; Towards Development of Antimalarial Drug Lead: Primary Screen | Potency, µM (series often up to 58.2 µM), without a hit: at the top dose activity change, negative = inhibition, usual class: inhibitors | Plasmodium falciparum AMA1 (3D7) - RON2 peptide interaction | AID 720542, 2013 | AlphaScreen AMA1-biotinylated RON2 peptide binding | 360,000 compounds, 0.2% hits;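 also: potency is read from the fitted curve at half-maximal effect; 0% = vehicle wells and -100% = peptide control; nearly all actives have a fitted effect of over 45% in size; some results filed as inactive show a strong effect at the top dose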
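AMA1 (3D7) with his tag at 25 nM final met compounds first, then biotinylated RON2 peptide at 25 nM; detection used donor plus acceptor beads, 10 µg/mL apiece, read by AlphaScreen after 30 min at room temperature.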
AmpC inh detg: qHTS Inhibitors of AmpC Beta-Lactamase (assay with detergent) | AmpC hydrolysis of nitrocefin, absorbance 480 nm, 0.01% Triton | Potency, µM (titrated, usually from 114 µM), without a hit: top-dose activity change, negative = inhibition, hits mostly inhibitors | AID 485294, 2010 | 370,000 compounds, 0.041% hits;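 also: potency is read from the fitted curve at half-maximal effect; 0% = no-compound wells and -100% = no-enzyme wells; nearly all actives have a fitted effect of over 25% in size; some results filed as inactive show a strong effect at the top dose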
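AmpC (5.3 nM in the dispensed reagent) in 20 mM phosphate pH 7.0 with 0.01% (detergent screen) or 0.0001% Triton X-100 was preincubated with compounds for 15 min at room temperature. Nitrocefin was then added from an 800 uM solution, and hydrolysis was followed at 480 nm.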
* hit, by the source's call; ? = inconclusive; nt = no result given; [ ] = another dose, or the depositor's remark. Unless noted, calls follow the shape of the dose curve; as a rule, active = well fitted curve in the direction sought with a large enough effect; inconclusive = small, poorly fitted or top-dose-only effect, or another doubt; inactive = no such curve, though single readings can be large; an effect the other way counts as inactive or inconclusive. Unless noted, % is scaled to controls: 0 for no effect and ±100 for the full control effect.

SMILES	LmPK inhibitor	TbPYK inhibitor	AmpC no deterg	HCMV antiviral	HCV inhibitor	AMA1 RON2 block	AmpC inh detg
Oc1ccccc1/C=N/Nc1cccc2cccnc12	-23%	-1%	-43%	226	?	16%	-8%
COC(=O)[C@H](Cc1ccccc1)N(C)S(=O)(=O)c1cccc(S(=O)(=O)N(C)[C@@H](Cc2ccccc2)C(=O)OC)c1	-1%	0%	39%[activator]	-29	-26%	8%	?
Nn1c(=S)[nH]c2sc3c(c2c1=O)CCCC3	nt	-11%	nt	-34	1%	80%[activator]	nt
S=c1nc(C2CCCCC2)[nH][nH]1	3%	?	-13%	nt	2%	42%[activator]	-9%
COc1cc(NC(=O)CSc2nc3ccccc3cc2Cc2ccccc2)cc(OC)c1	-6%	-3%	-19%	?	?	-7%	-13%
O=S1(=O)CC/C(=N/Nc2ccc(C(F)(F)F)cn2)c2cc(F)ccc21	6%	0%	13%	7	7%	-8%	-8%
COc1ccc(C(=O)NCC2CCCCC2)cc1S(=O)(=O)N1CCCC1	nt	2%	81%[activator]	?	8%	1%	-14%
CC(=O)Nc1ccc(Nc2nc3c(S(=O)(=O)c4cccc(Cl)c4)nnn3c3ccsc23)cc1	nt	2%	nt	-4	nt	nt	4%
CCOC(=O)C1=Nc2ccccc2/C1=C\c1c(O)n(C)c(=O)n(C)c1=O	-2%	-7%	-37%	13	?	3%	-6%
COc1ccc(S(=O)(=O)n2nc(C)c(S(=O)(=O)N3CCC(C)CC3)c2C)cc1OC	nt	3%	nt	6	nt	nt	-6%
COc1ccc(OC)c(C(C(=O)NCc2ccco2)N(C(=O)Cn2nnc3ccccc32)C2CC2)c1 (stereo unspecified)	0%	-8%	-19%	9	-19%	14%	-6%
Cc1ccc(O)c(C(=O)c2cc(C#N)c(=O)n(C(C)c3ccccc3)c2)c1 (stereo unspecified)	2%	-1%	-28%	43	-24%	-7%	1%
Oc1ccc(/C=N/Nc2cc(N3CCCC3)nc(N3CCCC3)n2)cc1	9%	7%	-27%	?	?	7%	-6%
COc1ccccc1C(=O)NC(=S)Nc1ccc(S(=O)(=O)N2CCN(C)CC2)cc1	0%	-6%	202%[activator]	-28	16%	-27%	-10%
COc1ccc(Br)cc1CNC(=O)CCN1C(=O)COc2ccccc21	0%	0%	-1%	-17	-21%	5%	-15%
CC1(C)COC(Cc2ccccc2)=N1	nt	-2%	nt	-2	nt	-1%	nt
CS(=O)(=O)N1CCCC(C(=O)N2CCc3ccccc3C2)C1 (stereo unspecified)	0%	5%	3%	9	8%	20%	-17%
COc1ccccc1/C=N/NC(=O)CC(=O)NCCc1ccccc1	nt	2%	nt	-25	-6%	-24%	nt
Cc1ccc(N(Cc2ccccc2)C(=O)c2ccc(F)c(S(=O)(=O)N3CCOCC3)c2)cc1	nt	9%	-6%	-33	6%	-13%	?
C=CCNc1nc2ccccc2nc1NS(=O)(=O)c1ccc(Br)cc1	6%	-26%	-32%	0	6%	4%	-5%
COc1ccc(-c2csc(N3N=C(C)C(C)C3=O)n2)cc1 (stereo unspecified)	-9%	3%	-11%	35	-14%	105%[activator]	3%
CSc1cccc(-n2c(C)cc(C(N)=O)c2C)c1	0%	2%	-15%	6	6%	-9%	-11%
CCC(=O)N1CCc2cc(S(=O)(=O)N(C)c3cccc(C)c3)ccc21	nt	0%	nt	-20	nt	nt	9%
COc1ccc(S(=O)(=O)NC2CC3CCC2C3)cc1 (stereo unspecified)	0%	2%	-4%	18	9%	-4%	-15%
COc1cccc(NC(=O)N2C3CCCC2CC(NC(=O)C2CC2)C3)c1 (stereo unspecified)	-5%	0%	-5%	14	11%	10%	6%

Part of the list above, with each value named.
CCC(=O)N1CCc2cc(S(=O)(=O)N(C)c3cccc(C)c3)ccc21
  LmPK inhibitor: nt; TbPYK inhibitor: 0%; AmpC no deterg: nt; HCMV antiviral: -20; HCV inhibitor: nt; AMA1 RON2 block: nt; AmpC inh detg: 9%

COc1ccc(S(=O)(=O)NC2CC3CCC2C3)cc1 (stereo unspecified)
  LmPK inhibitor: 0%; TbPYK inhibitor: 2%; AmpC no deterg: -4%; HCMV antiviral: 18; HCV inhibitor: 9%; AMA1 RON2 block: -4%; AmpC inh detg: -15%

Other entries.
SMILES	LmPK inhibitor	TbPYK inhibitor	AmpC no deterg	HCMV antiviral	HCV inhibitor	AMA1 RON2 block	AmpC inh detg
O=C(NCc1ccco1)C1CC(c2ccccc2O)=NO1 (stereo unspecified)	4%	-22%	-15%	-26	-5%	34%[activator]	1%
N#CC(c1ccc(F)cc1)c1ccc(C(=O)c2ccc(F)cc2)cc1 (stereo unspecified)	3%	5%	-28%	-26	?	13%	-14%
CC(C)=CCOc1c2ccoc2c(OCC=C(C)C)c2oc(=O)ccc12	nt	-3%	-46%	-8	?	18%	nt
O=C(COc1ccc(CNC[C@H]2O[C@@H](n3ccc(=O)[nH]c3=O)[C@H](O)[C@@H]2O)cc1)Nc1nccs1	nt	-1%	nt	-15	nt	10%	nt
CC(=O)OC1CC(OC2C(O)CC(OC3C(O)CC(OC4CCC5(C)C(CCC6C5CCC5(C)C(C7=CC(=O)OC7)CCC65O)C4)OC3C)OC2C)OC(C)C1OC1OC(CO)C(O)C(O)C1O (stereo unspecified)	nt	-6%	nt	-98*	0.79µM*	4%	nt
O=C(CCCn1c(=O)[nH]c2ccc(Br)cc2c1=O)N1CCN(c2cccc(Cl)c2)CC1	nt	7%	nt	-100*	nt	nt	-7%
O=[N+]([O-])c1ccc(-c2c[nH]c(=S)[nH]2)cc1	2%	?	-53%	-27	20%	67%[activator]	-1%
CC(=O)Nc1ccc(NC(=O)C(C)OC(=O)c2ccccc2Sc2ccccc2C#N)cc1 (stereo unspecified)	1%	-3%	22%	-10	-7%	-13%	-12%
O=C(Cc1cccc(NC(=O)C2CCN(C(=O)C3CCCC3)CC2)c1)Nc1cccc(C(=O)N2CCOCC2)c1	nt	7%	nt	-12	12%	-6%	nt
CNC(=S)NNC(=O)c1cccn(Cc2ccc(Cl)c(Cl)c2)c1=O	4%	?	-1%	11	26%	48%[activator]	?
CC(C)Oc1ccc(CN2CCC2(C)C(=O)Nc2cccc(Oc3ccccc3)c2)cc1 (stereo unspecified)	nt	-7%	nt	10	nt	1%	nt
CC1CCN(S(=O)(=O)c2ccc3c(c2)CCN3C(=O)Nc2ccc(Br)cc2)CC1	nt	1%	nt	31	nt	nt	19%
O=C(NC(NC(=O)c1ccccc1)C(=O)c1ccccc1)c1ccccc1	3%	6%	-25%	2	-3%	-2%	-1%
CCOC(=O)c1ccccc1NC(=O)c1cn(-c2ccc(OC)cc2)c(=O)c2ccccc12	3%	-12%	6%	?	-5%	-5%	-12%
CC1(C)Cc2c(ccc3ccccc23)-c2nnc(-c3cccnc3)n21	-3%	2%	-5%	7	2%	1%	-6%
On1ccccc1=S	nt	?	-42%	-99*	6.3µM*	122%[activator]	?
CCN1CC(CN(C)Cc2nc(Cc3ccccc3)no2)CC1=O (stereo unspecified)	1%	-1%	-7%	65	6%	-10%	5%
Cc1nn(-c2ccccc2)c2c1C1(C(=O)Nc3ccccc31)N1C(=N2)Sc2ccccc21 (stereo unspecified)	1%	-8%	-11%	nt	?	-6%	?
Cc1c(C(=O)NCc2ccccc2CN2CCCC2)oc2ccc(F)cc12	nt	-6%	30%	-25	?	-6%	3%
CC(=O)c1ccc(N2Cc3ccccc3C3(CCOCC3)C2=N)cc1	-2%	3%	-1%	-14	25%	14%	0%
Cc1ccc(S(=O)(=O)N2CCN(c3ccccc3)CC2)cc1C	1%	1%	-26%	26	-12%	?	-12%
CCN(CC)C(=O)Cn1cc(S(=O)(=O)CC(=O)Nc2ccccc2F)c2ccccc21	nt	7%	nt	20	27%	-18%	nt
COc1ccc(S(=O)(=O)Nc2ccc(S(=O)(=O)N3CCCCC3)cc2)cc1	4%	-3%	-55%	21	-6%	1%	?
CNC(=O)/C(=C\C=C\c1ccccc1)NC(=O)c1ccc([N+](=O)[O-])cc1	0%	1%	-3%	45	-6%	1%	5%
Cc1onc(-c2c(F)cccc2Cl)c1C(=O)NCc1ccco1	2%	1%	-15%	16	-2%	5%	7%

Next part:
SMILES	LmPK inhibitor	TbPYK inhibitor	AmpC no deterg	HCMV antiviral	HCV inhibitor	AMA1 RON2 block	AmpC inh detg
CC(C)c1ccc(NC(=O)Cn2cc(S(=O)(=O)Cc3cccc(Cl)c3)c3ccccc32)cc1	nt	-3%[15.4 µM]	nt	?	nt	nt	-5%
Cc1ccc2c(c1)c(N=Nc1ccc([N+](=O)[O-])cc1)c(O)n2C	1%	-4%	-16%	11	-1%	21%	3%
COC(=O)c1cc2c(=O)n3ccccc3nc2n(Cc2cccnc2)c1=N	nt	-1%	nt	nt	-5%	-2%	nt
CCC(CC)C(=O)Nc1ccncc1	1%	nt	-15%	nt	nt	nt	-3%
COc1cccc(-c2ccc3c(N)c(C(=O)Nc4ccc(C)c(F)c4)sc3n2)c1	nt	-4%	nt	44	nt	nt	-1%
Cc1ccc(CNC(=O)C2CCCN(c3nn4cc(-c5ccc(C)cc5)nc4s3)C2)cc1 (stereo unspecified)	nt	4%[15.4 µM]	nt	0	nt	nt	18%
COc1ccc([C@H]2CC(=O)C=C(c3ccc4c(c3)sc3ccccc34)C2)cc1	nt	-2%	-18%	-7	22%	-1%	-1%
O=C(NCCCN1CCCCC1)c1[nH]c2ccccc2c1Sc1ccc(Cl)cc1	nt	3%	nt	-16	nt	nt	-2%
Cc1ccc(-n2c(C(C)C)nc3oc4ccccc4c(=O)c3c2=O)cc1	4%	3%	-10%	99	-8%	29%	-5%
CC(C)(C)C(=O)NC1=NCCS1	-4%	-1%	-8%	-12	-6%	-6%	?
O=C(CCCOc1ccc(Cl)cc1Cl)N/N=C\C1CCCCC1	6%	0%	-17%	16	-1%	57%[activator]	-9%
COc1ccc(-n2c(C)cc(SC)c(C(C)=O)c2=S)cc1	-8%	3%	1%	-9	15%	-2%	-8%
O=C(O)CCCN1C(=O)c2cccc3cccc(c23)C1=O	-5%	2%	-6%	-3	18%	16%	-15%
O=C1NC(=Nc2ccccc2)c2c1cccc2[N+](=O)[O-]	3%	4%	-5%	28	1%	0%	-3%
CSc1ccccc1C(=O)OCC(=O)NCCN1C(=O)CSC1=O	nt	1%	-5%	1	11%	-2%[11.6 µM]	nt

Source: PubChem BioAssay

Compounds as they come; about 7.5% have a hit in one of these screens.
